Bioassay records (PubChem BioAssay)
CIT2-GFP yeast: modulators of CIT2-GFP expression in yeast, primary screen, S. cerevisiae, GFP fusion, multiplex flow cytometry, MLPCN library; S. cerevisiae CIT2-GFP strain, 3 h; 100 means same as DMSO wells; GFP response vs DMSO, % at 10 µM; 320,000 compounds, 0.065% hits;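 active means GFP response relative to DMSO above a set limit, near the screen mean plus 3 SD, cut at about 150% in these data; inconclusive means Fewer than 70 cells measured for a yeast strain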;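 further: ratio of well median GFP fluorescence to mean of DMSO wells on the plate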
AGP1 TOR yeast: modulators of AGP1-GFP expression in yeast TOR pathway, primary screen, cell-based, multiplex flow cytometry, S. cerevisiae, MLPCN library | 3 h; GFP as percent of DMSO wells | GFP response vs DMSO, % at 10 µM | 320,000 compounds, 0.02% hits;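 active means GFP response relative to DMSO above a set limit, near screen average plus 3 SD, cut at about 150% in these data; inconclusive means fewer than 70 cells counted for the yeast strain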;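 further: median GFP channel fluorescence of the gated AGP1 strain per well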
MEX-5 binding: MEX-5 zinc finger RNA-binding disruptors – biochemical, C. elegans, fluorescence polarization, MLPCN library, primary screen; Zinc finger protein mex-5 (Caenorhabditis elegans), Q9XUB2; MEX-5/FITC-TCR2 RNA binding; active compounds read low; activity score (negative = inhibition of binding), % at 10 µM; 300,000 compounds, 0.38% hits;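 active means inhibition past about -25% in most replicates, and total fluorescence under double the plate's negative control median, limit read from the data; inconclusive means replicates evenly split on the limit, or fluorescence at least double controls; inactive means too little inhibition in most replicates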;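 further: 0% = DMSO and -100% = 5 µM competing unlabeled TCR2 RNA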
GRK2 inh: compounds blocking aptamer binding on GRK2 – biochemical, human GRK2, bead flow cytometry, HTS, primary screen | Beta-adrenergic receptor kinase 1 (Homo sapiens), P25098 | FAM-aptamer displacement from GRK2 | inhibition of aptamer binding, % at 10 µM | 330,000 compounds, 0.59% hits;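 active means inhibition of aptamer binding above 40%, roughly 3 SD of noise, on plates passing a quality check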;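 further: median bead fluorescence of bound FAM aptamer so fluorescent compounds give negative values; no value below 0 was filed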
MCL1-BIM inh: inhibitors of MCL1 binding to BIM-BH3, primary screen, biochemical, fluorescence polarization. AID 2057, 2009. 320,000 compounds, 0.68% hits. inhibition, % at 10.9 µM. GST-MCL1 / FITC-Bim-BH3 fluorescence polarization;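 active means inhibition above the mean inhibition of all tested compounds plus 3 SD, set per campaign, cut at about 40% in these data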;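 further: 0% = DMSO wells and 100% = unlabeled Bim-BH3 peptide control; higher means more loss of mP so more displacement of Bim peptide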
Target sequence (Q07820 whole entry, looked up): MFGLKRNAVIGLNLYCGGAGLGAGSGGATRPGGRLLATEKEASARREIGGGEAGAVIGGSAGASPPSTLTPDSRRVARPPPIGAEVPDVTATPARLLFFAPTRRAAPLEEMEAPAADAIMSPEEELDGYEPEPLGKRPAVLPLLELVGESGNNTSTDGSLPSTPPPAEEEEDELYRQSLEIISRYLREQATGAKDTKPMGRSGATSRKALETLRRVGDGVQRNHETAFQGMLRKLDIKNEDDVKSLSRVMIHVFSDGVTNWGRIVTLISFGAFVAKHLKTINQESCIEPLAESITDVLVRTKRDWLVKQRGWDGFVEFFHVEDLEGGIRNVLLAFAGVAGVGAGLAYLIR
GLD-1 RNA inh: GLD-1/TGE RNA complex disruptors, primary screen, biochemical, fluorescence polarization; Female germline-specific tumor suppressor gld-1 (Caenorhabditis elegans), Q17339; purified GLD-1 + fluorescein TGE RNA; inhibition, % at 5.96 µM; 320,000 compounds, 0.44% hits; AID 2280, 2010;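 active means percent inhibition above a per-plate cutoff, the plate mean of test compounds plus 3 SD, cut at about 30% in these data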;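 further: 0% = DMSO wells with GLD-1 and probe and 100% = wells lacking GLD-1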
Fam108B counter: mouse Fam108B serine hydrolase inhibitors, primary screen, counter-screen for RBBP9 inhibitor project, biochemical, fluorescence polarization; recombinant Fam108B, FP-Rh probe fluorescence polarization; AID 1947, 2009; 300,000 compounds, 0.33% hits; inhibition, % at 9.51 µM;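 active means inhibition above the screen mean inhibition plus 3 SD, computed separately per campaign, cut at about 18% in these data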;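 further: inhibitors lower polarization as less probe binds the enzyme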
BCLXL inh: inhibitors of human Bcl-xL, primary screen, biochemical, fluorescence polarization, HTS. Bcl-2-like protein 1 (Homo sapiens), Q07817. inhibition, % at 10.9 µM. GST-Bcl-xL / FITC-Bim BH3 peptide fluorescence polarization. 320,000 compounds, 0.7% hits;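 active means inhibition above the mean of all tested compounds plus 3 SD, cutoff set per campaign, cut at about 30% in these data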;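 further: 0% = DMSO wells and 100% = unlabeled Bim-BH3 peptide competitor; inhibitors lower millipolarization by displacing the labeled peptide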
Target sequence (Q07817 whole entry, looked up): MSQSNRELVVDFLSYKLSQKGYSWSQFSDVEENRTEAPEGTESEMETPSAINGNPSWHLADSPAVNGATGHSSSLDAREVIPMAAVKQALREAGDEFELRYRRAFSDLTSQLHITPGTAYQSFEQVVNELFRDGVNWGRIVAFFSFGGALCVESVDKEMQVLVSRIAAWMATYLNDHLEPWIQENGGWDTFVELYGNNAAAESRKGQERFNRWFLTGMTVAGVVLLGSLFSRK
VLA-4 inh: inhibition in human VLA-4 binding assay, primary screen, VLA-4 allosteric modulator project, MLPCN library, flow cytometry, VLA-4 expressing cells. Integrin alpha-4 (Homo sapiens), P13612. ligand binding flow cytometry. inhibition, % (about 7 µM as worked out from the volumes in the protocol). 330,000 compounds, 0.2% hits. AID 2557, 2010; in the data active means inhibition above about 50%
Active calls of the source: *; ? = inconclusive; nt = no result given; [ ] = dose if it differs, or a comment.

Values in the order – CIT2-GFP yeast, AGP1 TOR yeast, MEX-5 binding, GRK2 inh, MCL1-BIM inh, GLD-1 RNA inh, Fam108B counter, BCLXL inh, VLA-4 inh
- CC(C)c1nnc(NC(=O)C2CCCN2C(=O)Nc2ccccc2F)s1 (centres undefined)
→ 100, 106, -2.9, 3, 0, 3, -3, 5, -15
- CCc1nnc(NC(=O)c2ccc(S(=O)(=O)N(C)Cc3ccccc3)cc2)o1
→ 95, 101, 2.6, 4, 14, -1, 0, 4, 12
- O=C(C(Cc1ccccc1)N1C(=O)c2ccccc2C1=O)N1CCc2ccccc21 (centres undefined)
→ 107, 109, -0.7, 8, 2, 3, -5, 3, 7
- Cc1ccc(C(=O)NC(N2CCCC2)C(Cl)(Cl)Cl)cc1 (centres undefined)
→ 100, 105, -1.7, 1, 2, -3, -6, 3, -4
- Cc1ccccc1N1C(=O)C2ON(c3ccccc3)C(c3ccco3)C2C1=O (centres undefined)
→ 85, 94, -0.1, 1, 3, -3, -1, 8, 18
- CCC(=O)Nc1cc(C(=O)OC(C(=O)c2ccc(C)c(C)c2)c2ccccc2)ccc1C (centres undefined)
→ 92, 95, 3.6, 0, 1, 4, -13, 5, 5
- COC(=O)CCC/C=C1/SCC(NC(=O)c2ccccc2)/C1=N/O (centres undefined)
→ 106, 102, 3.4, 0, -5, -1, 4, -1, -6
- O=C(NCCN1C(=O)S/C(=C\c2cccs2)C1=O)c1ccc(=O)[nH]c1
→ 116, 104, -0.1, 3, -17, -1, 1, -1, 13
- COc1ccc(OC)c(NC(=O)CSc2ccc3ccccc3c2)c1
→ 84, 84, 0.5, 3, 11, 11, -1, 3, 5
- O=C(CSc1nnc(Cn2nnc3ccccc32)o1)Nc1cccc(Cl)c1
→ 105, 100, -0.1, 1, 5, -1, -5, 7, 8
- Cc1cc(NCCO)c2ccccc2n1
→ 99, 98, 0.1, 2, 8, 0, -2, 7, -16
- Cc1nc2nc[nH]n2c(=O)c1NC(=O)c1cccc(OCC(C)C)c1
→ 99, 103, 1.2, 1, 1, 7, 4, 4, -1
- CCn1c(SCC(=O)Nc2ccccc2C)nnc1-c1ccccc1O
→ 92, 96, 0.9, 2, -4, -4, 2, -3, 9
- CC1(C)C2CCC1(C(=O)O)c1nc3ccccc3nc12 (centres undefined)
→ nt, 96, 0.0, 0, 6, -6, 3, 8, 8
- O=C(Nc1ccc([N+](=O)[O-])cc1)C1CC12CCC2 (centres undefined)
→ 84, 92, 1.0, 1, -21, -6, -4, -11, 2
- CO/N=C/C(=N\Nc1ccc(OC)cc1)C(=O)c1ccc(F)cc1
→ 107, 103, -4.4, 0, 9, 10, 4, 5, 3
- Cc1c(CN2CCCC(C(=O)c3cccc(Cl)c3)C2)c(=O)n(-c2ccccc2)n1C (centres undefined)
→ 102, 101, 2.2, 4, 6, 8, -2, 1, -10
- COc1ccccc1-c1nnc(NC(=O)c2ccc(S(=O)(=O)N(C)CC3CCCO3)cc2)o1 (centres undefined)
→ 100, 104, -0.7, 0, 3, 0, -5, 7, 24
- CCCC(=O)Nc1ccc(Sc2ccc([N+](=O)[O-])cc2)cc1
→ 94, 86, -0.3, 1, -4, 2, 1, -6, 12
- COc1ccccc1CC(=O)Nc1ccccc1O
→ 98, 102, 0.4, 2, 2, 4, -3, -5, -2
- CCCN1CCN(CCCNC(=O)C2CCCN(c3nnc(-n4cccc4)s3)C2)CC1 (centres undefined)
→ 82, 84, 0.0, 0, 8, 5, 0, 9, 14
- Cn1nnc(NC(=O)CSc2nnnn2-c2ccc(F)cc2)n1
→ 97, 101, -1.2, 2, 3, -3, 0, 8, 0
- CC(=O)NC(CC(C)C)C(=O)NC(=O)NCc1ccccc1 (centres undefined)
→ 107, 98, 1.6, 0, 5, 10, -1, 2, 5
- CC1CCN(C(=O)C2CC(c3ccc(F)cc3)=NO2)CC1 (centres undefined)
→ 107, 109, 0.2, 0, 5, 0, -1, 3, -1
- CC(=O)Cn1nnc2sc3c(c2c1=O)CCC(C(C)(C)C)C3 (centres undefined)
→ 97, 89, 1.9, 3, 7, -1, 2, 4, 2
- COc1ccc(-c2c(C)oc3c(CN4CCN(C)CC4)c(O)ccc3c2=O)cc1
→ 102, 101, -0.1, 0, -1, 3, 0, -3, 30
- CCNc1nc(NC(C)C)nc(NC(C)(C)C)n1
→ 102, 32, 1.2, 11, -16, -3, 1, -4, 3
- CCOc1ccccc1C(=O)OCC(=O)Nc1ccc(OC(F)F)cc1
→ 90, 97, -0.2, 0, 4, 13, -4, -1, 7
- CCOC(=O)c1sc(=S)n(CC)c1NC(=O)c1ccccc1C
→ 103, 114, 1.5, 6, -5, 2, 2, -1, 1
- CC(=O)Nc1ccc(S(=O)(=O)Nc2ccc3c(c2)n(C)c(=O)n3C)c(C)c1
→ 109, 107, 0.3, 2, 13, 3, -1, 7, -4
- COc1cccc(C(=O)COc2ccc(NC(=O)c3cccs3)cc2)c1
→ 92, 78, 1.0, 1, 1, -2, -1, 7, 7
- COc1ccccc1-c1c(C)nn2c(N)c(-c3ccccc3)cnc12
→ 92, 94, 0.6, 0, nt, nt, nt, nt, 14
- COc1ccccc1NS(=O)(=O)c1ccc2c(c1)N(C(C)=O)CC(C)S2 (centres undefined)
→ 104, 106, 1.5, 2, -2, 0, 0, 2, -4
- Cc1ccc(NC(=O)Cn2nc(C)c(S(=O)(=O)N(C)C)c2C)cc1C
→ 94, 107, -2.4, 1, -1, 5, -4, -3, 3
- CCN1C(=O)/C(=C/c2nc3ccccc3c(=O)n2-c2ccc(C)cc2)c2ccccc21
→ 100, 104, 1.1, 0, 9, 1, 7, 3, 21
- Cc1cc(C(=O)OCc2nnc(-c3ccccc3)o2)c(C)n1-c1ccccc1
→ 100, 96, 0.5, 2, 8, 2, -8, 3, -3
- O=C(Cc1nc(-c2ccc(Br)s2)cs1)NCCN1CCOCC1
→ 90, 92, -2.6, 1, 5, 0, -2, 3, -16
- CCOC(=O)C1CCCN(CC(O)COCc2ccccc2OC)C1 (centres undefined)
→ 105, 95, -2.0, 0, -1, -3, -2, 1, -4
- Cc1cc(NC(=O)c2ccco2)ccc1-n1cnnn1
→ 102, 105, -0.2, 0, 3, 3, -2, 1, 28
- CCn1c2ccccc2c2c3ncc4cccn4c3ccc21
→ ?, 34[may fluoresce violet], 2.5, 5, -1, -1, 2, 1, -117
- COc1ccc(N2CCN(CC(=O)N3CCC(C)CC3)CC2)cc1
→ 103, 105, 0.5, 2, -4, -2, 2, 2, 3
- Cc1nc(N2CCCCC2)sc1C=O
→ 81, 97, -5.9, 1, -2, -1, -1, 10, 0
- Cc1ccc(C(=O)ONC(=O)c2ccc(Cl)cc2)cc1[N+](=O)[O-]
→ 99, 88, -2.4, 0, 2, -6, 0, 7, 6
- Cc1cccc(Nc2n[nH]c(=S)s2)c1C
→ 97, 111, 3.0, 3, -1, 8, 2, 6, 2
- Cn1c(CSc2nc3ccccc3s2)n[nH]c1=S
→ 107, 102, 1.5, 0, -10, 2, 0, -17, -3
- COc1ccc(CNC(=O)c2ccc(Cn3cc(Br)cn3)o2)cc1
→ nt, 98, 0.3, 5, -1, 2, -1, 1, -7
- COc1ccc(CNCc2cccc(Oc3ccccc3)c2)cc1
→ 108, 95, 2.4, 0, 1, -3, 5, 9, 1
- Cc1cc(N)nc(SCC(=O)N2C(C)CCCC2C)n1 (centres undefined)
→ 104, 96, -2.5, 50*, -8, 0, 1, -1, 3
- CC1CCC2(CC1)N=C(N)Nc1nc3ccccc3n12 (centres undefined)
→ 99, 97, -3.0, 0, 7, 2, 0, 4, 12
- S=C(NCCc1ccccc1)Nc1ccccc1N1CCOCC1
→ 105, 108, -0.2, 0, 7, 0, -6, 9, -4
- CCCn1c(SCC(=O)Nc2cc(S(=O)(=O)N3CCOCC3)ccc2Cl)n[nH]c1=O
→ 99, 97, 0.4, 4, 1, 6, 6, -7, -7
- Cc1nn2c(-c3ccco3)nnc2c2ccccc12
→ 76, 61, -4.2, 0, 6, 1, 0, 7, 16
- COc1ccccc1CC(=O)Nc1ccc(S(=O)(=O)N2CC(C)CC(C)C2)cc1 (centres undefined)
→ 91, 94, nt, 0, -5, 1, nt, 2, 6
- C[C@H]([C@H](O)c1ccccc1)N(C)C(=O)CN
→ 93, 88, -1.1, 0, 7, 3, -2, 3, 51*
- O=C(Nc1ccccc1)C1=C[C@@H](c2ccccc2)C[C@@H](OCc2ccc(CO)cc2)O1
→ 99, 87, -6.9, 0, 4, 0, 1, 3, -1
- Cc1ccccc1Nc1nnc(SCC(=O)NCC2CCCO2)s1 (centres undefined)
→ 103, 109, nt, 1, nt, 3, nt, nt, -5
- O=c1c2ccccc2nc2c3ccccc3c(NCCN3CCOCC3)nn12
→ 93, 97, -0.9, 0, 3, 5, 1, 2, 15
- CCc1ccc(C(=O)NNC(=O)OC)cc1
→ 87, 92, -0.1, 2, 5, -6, 3, 1, 10
- CCOC(=O)c1ccc(COC(=O)c2cc3ccccc3oc2=O)o1
→ 106, 103, nt, 0, -6, 2, 1, -2, 7
- O=C(Cc1nnc(NC(=O)Nc2ccc(Cl)cc2)s1)NCc1ccccc1
→ 102, 94, 0.2, 0, -1, 1, -25, 0, 17
- COC(=O)c1ccc(/C=C2/SC(=S)N(CCCC(=O)Nc3ccccn3)C2=O)cc1
→ 91, 91, 0.1, 0, 8, -1, 1, 2, -18
- Cc1cc(NS(=O)(=O)c2ccc(NC(=O)CCCOc3ccccc3C)cc2)no1
→ 93, 93, -0.9, 0, 5, 4, 0, 5, 6

Compounds were not picked by outcome; overall some 2.2% were active at least once.
